PMI act satM6P – increases human PMI activity with near-saturating mannose 6-phosphate; P34949; coupled PMI enzyme assay, resazurin fluorescence, 20 min; stronger effect = higher value; 1 = untreated enzyme, 0 = substrate-free blank; activation factor at 20 µM; hit rate 0.34% among 190,000;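 active means activation factor of 2 or more at 20 µM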
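Test system: Human PMI in coupled enzyme assay | Input: 15 ng/mL PMI | Medium: HEPES-buffered pH 7.4 with magnesium and detergent | Compound: One concentration, 20 µM, in 1% DMSO | Incubation: Enzyme reaction with compound 20 min at room temperature | Detection: Diaphorase-driven resazurin-to-resorufin fluorescence, excitation 544, emission 590 nm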
PMI activator – activators of human phosphomannose isomerase | activation factor at 20 µM | P34949 | purified human PMI, coupled resazurin fluorescence, 20 min; stronger effect = higher value; 1 = vehicle control, 0 substrate-free wells | hit rate 0.005% among 190,000;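 active means activation factor of 2 or more at 20 µM, relative to plate controls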
TNAP inh hiacc – TNAP (human) inhibition, high acceptor; inhibition, % at 20 µM; purified TNAP, CDP-star luminescence, 1 M DEA; AID 1135; hit rate 0.03% among 200,000; P05186;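 active means over 50% inhibition of tissue-nonspecific alkaline phosphatase at 20 µM in the single-dose screen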;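 further: plate controls were DMSO wells for no effect and EDTA-quenched wells as full inhibition for full effect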
Target sequence (P05186 whole entry, looked up): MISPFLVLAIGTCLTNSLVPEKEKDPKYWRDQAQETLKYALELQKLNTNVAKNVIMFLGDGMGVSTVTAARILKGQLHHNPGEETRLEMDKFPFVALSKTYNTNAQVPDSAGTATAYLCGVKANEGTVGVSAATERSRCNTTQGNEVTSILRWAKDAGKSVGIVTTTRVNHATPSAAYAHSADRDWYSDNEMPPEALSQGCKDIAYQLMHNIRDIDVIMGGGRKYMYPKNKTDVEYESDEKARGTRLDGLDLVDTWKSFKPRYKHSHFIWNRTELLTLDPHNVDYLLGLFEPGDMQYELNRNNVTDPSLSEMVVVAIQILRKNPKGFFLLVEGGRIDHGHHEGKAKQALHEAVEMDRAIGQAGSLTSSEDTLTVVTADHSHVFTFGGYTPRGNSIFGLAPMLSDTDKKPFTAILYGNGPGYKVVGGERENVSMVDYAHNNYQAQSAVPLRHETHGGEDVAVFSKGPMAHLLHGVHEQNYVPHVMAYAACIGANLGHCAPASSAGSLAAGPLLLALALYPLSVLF
G6PDH CS – L. mesenteroides G6PDH inhibition counter-screen | inhibition, % at 5 µM | Purified L. mesenteroides G6PDH, diaphorase/resazurin coupled fluorescence, 45 min | hit rate 0.12% among 200,000 | AID 1020; in the data active means inhibition above about 50%
TNAP inh no acc – blocks human TNAP activity with no phosphate acceptor present; P05186; purified TNAP, CDP-star luminescence, 30 min; inhibition, % at 20 µM; hit rate 0.26% among 200,000;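 active means tissue-nonspecific alkaline phosphatase inhibition above about 50% at 20 µM in the single-dose screen, limit read from the data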;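 further: 0% = DMSO negative control and 100% = EDTA positive control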
TNAP act hi DEA – increases human TNAP activity under high phosphate acceptor concentration | P05186 | purified TNAP, CDP-star luminescence, 1 M DEA, 30 min; stronger effect = higher value; 0 = EDTA background, 1 = DMSO-only activity | activation factor at 20 µM | 200,000 tested, under 10 active | AID 1136;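 active means activation factor at least 2 at 20 µM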
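Control set: EDTA negative control, DMSO positive control / Assay system: human TNAP / Quantity: TNAP 1/800 final / Evaluation: TNAP activation factor scaled between EDTA and DMSO control wells / Measured by: luminescent substrate turnover signal / Compound dosing: one dose, 20 µM / Times: 30 min enzyme reaction at room temperature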
Diaph inh CS – diaphorase inhibition or chemical oxidation counter-screen | inhibition, % at 20 µM | diaphorase resazurin-to-resorufin fluorescence, NADH, 16 min; bacterial (C. kluyveri) enzyme, not human | hit rate 0.69% among 190,000 | AID 1217;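 active means primary screen inhibition at 20 µM above a set limit, cut at about 50% in these data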;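 further: plate controls were DMSO with full reaction for no effect and wells lacking NADH for full effect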
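System: Bacterial diaphorase enzyme (C. kluyveri) | Incubation: 16-min room-temperature incubation before reading | Benchmarks: No-NADH positive control and DMSO neutral control | Measured by: Resorufin fluorescence 544/590 nm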
HMGR II inh – E. faecalis class II HMG-CoA reductase inhibition; AID 1066; purified E. faecalis HMGR, NADPH absorbance 340 nm kinetic; hit rate 0.41% among 190,000; inhibition, % at 10 µM;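 active means inhibition above a set limit, the median over all tested compounds plus 3 SD, cut at about 9.5% in these data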;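 further: enzyme runs in reverse so mevalonate oxidation gives rising NADPH absorbance; 0% = complete reaction with DMSO and 100% = background rate lacking mevalonate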
Diaphorase act – counter-screen for diaphorase-based assays: diaphorase activators and chemical reducers; Diaphorase/resazurin coupled assay, resorufin fluorescence, 16 min; stronger effect = higher value; 1 = vehicle wells, 0 = NADH-free wells; activation factor at 20 µM; hit rate 0.005% among 190,000;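 active means diaphorase activity raised at least twofold by the compound at 20 µM; inactive means activation factor below 2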
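Material: purified diaphorase enzyme from Clostridium kluyveri / Medium: HEPES pH 7.4 buffer with MgCl2 and Tween 20 / Schedule: enzyme reaction of 16 min at room temperature / Measured by: resorufin fluorescence, excitation 544 nm, emission 590 nm / Evaluation: rise in resorufin formation, marking diaphorase activation or chemical reduction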
FLuc act counter – firefly luciferase counter-screen for stimulation assays; P08659; ATPlite luciferase biochemical, luminescence, 10 min; 0 = ATP-free wells, 1 = DMSO control; activation factor at 10 µM; 200,000 tested, under 10 active; AID 1027;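 active means luciferase activation factor, scaled between plate controls, of at least 2 with compound at 10 µM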
Target sequence (P08659 whole entry, looked up): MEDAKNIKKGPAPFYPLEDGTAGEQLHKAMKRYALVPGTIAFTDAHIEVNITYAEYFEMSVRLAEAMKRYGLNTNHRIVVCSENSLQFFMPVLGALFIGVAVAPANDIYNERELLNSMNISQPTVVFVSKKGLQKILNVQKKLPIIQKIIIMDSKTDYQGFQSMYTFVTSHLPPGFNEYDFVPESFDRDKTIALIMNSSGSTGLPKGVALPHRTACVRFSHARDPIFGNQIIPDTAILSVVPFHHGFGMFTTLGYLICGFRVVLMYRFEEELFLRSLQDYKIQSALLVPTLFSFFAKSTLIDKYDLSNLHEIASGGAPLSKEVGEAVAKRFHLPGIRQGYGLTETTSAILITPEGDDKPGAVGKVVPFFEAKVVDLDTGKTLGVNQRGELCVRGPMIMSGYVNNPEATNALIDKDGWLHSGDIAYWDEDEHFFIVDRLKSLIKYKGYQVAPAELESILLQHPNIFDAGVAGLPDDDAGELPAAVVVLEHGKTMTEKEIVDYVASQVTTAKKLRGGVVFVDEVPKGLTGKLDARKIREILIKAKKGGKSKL
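test system = cell-free luciferase reagent | medium = PBS as buffer for the ATP substrate | dosing = test compounds dosed from 2 mM stocks in 100% DMSO | incubation = 10 min at ambient temperature | detection = luminescence measurement of luciferase light output | benchmarks = low control with PBS replacing ATP, high control enzyme plus ATP without compound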
Starred values were filed as active, the others as inactive; nt = no result given.

Every second line gives: PMI act satM6P	PMI activator	TNAP inh hiacc	G6PDH CS	TNAP inh no acc	TNAP act hi DEA	Diaph inh CS	HMGR II inh	Diaphorase act	FLuc act counter
#1 O=C1c2ccccc2C(=O)N1CCCc1nc2ccccc2c(=O)n1CCCn1ccnc1
  0.9	1.1	17	10	53*	0.8	12	-1	0.9	1.1
#2 COCCCNC(=O)CC(NS(=O)(=O)c1ccc(Cl)cc1)c1ccco1 (stereo unspecified)
  0.9	0.9	3	5	-8	1	10	-3	0.9	1
#3 COc1ccc(N2C(=O)CC(Sc3nc4c(cc3C#N)CCC4)C2=O)cc1 (stereo unspecified)
  0.4	0.8	-7	10	-14	1.1	34	-1	0.7	1.1
#4 Cc1ccc2[nH]c3c(=O)n(CCC4=CCCCC4)cnc3c2c1
  1	1	-6	1	-13	1.1	16	-8	0.8	1
#5 Cc1cc(C(=O)Nc2ccccn2)cs1
  1	1.1	1	0	-2	1	-6	-3	1.1	0.4
#6 O=C(CCNS(=O)(=O)c1cccc2nsnc12)NCCC1=CCCCC1
  0.9	0.9	-4	0	-10	1	18	1	0.8	1.1
#7 Cc1ccccc1-n1nc2c(c1NC(=O)c1ccc(S(=O)(=O)N(C)C)cc1)CSC2
  1	1	3	3	-7	1	20	0	0.8	1.1
#8 CN(c1ccccc1)S(=O)(=O)c1ccc(Cl)c(C(=O)Nc2ccc(-c3nc4ccccc4[nH]3)cc2)c1
  1	0.9	-4	-30	16	1	16	-4	0.8	1
#9 COc1ccc(OC)c(-c2csc(NC(=O)C3=NNC(=O)CC3)n2)c1
  0.8	0.9	-1	1	-44	1	6	-3	0.9	0.9
#10 CCN(CC)CCCn1c(=S)[nH]c2cc(C(=O)OC)ccc2c1=O
  1.1	1	-2	1	-4	1	9	5	0.9	1.1
#11 O=C(Nc1ccc(F)cc1F)c1ccc(-n2cncn2)nc1
  1	1.1	5	-14	-2	1	-12	-2	1.1	1
#12 COc1ccc(C(=O)N/N=C/c2cc3ccccc3[nH]c2=S)cc1
  2*	1.7	2	2	10	1	55*	0	0.5	0.9
#13 NC(=O)CSc1nnc(NC(=O)c2cccc(S(=O)(=O)N3CCCCC3)c2)s1
  1.1	1.3	-2	6	2	1	5	-1	0.9	1
#14 COCCOC(=O)C1=C(C)NC2=C(C(=O)CCC2)C1c1cc2c(cc1Br)OCO2 (stereo unspecified)
  1	1	-1	11	-15	1	9	2	0.9	1.1
#15 CCCOc1c(OC)cccc1C1CC(=O)Nc2cc(OC)c(OC)c(OC)c21 (stereo unspecified)
  1	1.1	-3	11	4	1	-2	-1	1	1
#16 O=C(COc1ccc(Cl)cc1)Nc1ccc2c(c1)CCC2
  0.9	0.9	8	-21	-1	0.9	12	-12	0.9	1
#17 COCCSc1nnc(NC(=O)C2CC(=O)N(c3ccccc3)C2)s1 (stereo unspecified)
  1.1	1.1	-4	1	-9	1	13	3	0.9	1.1
#18 c1ccc2sc(NCC3CCCO3)nc2c1 (stereo unspecified)
  1	1.1	-3	2	-16	1	1	-3	1	0.7
#19 CN(C)/C=C(\C#N)S(=O)(=O)c1ccccc1
  1	1.1	-3	7	-14	1	-5	-1	1	1
#20 O=C(Nc1ccccc1Cl)N(Cc1nc2ccccc2c(=O)[nH]1)Cc1cccs1
  1.1	1	-2	-17	-18	1	4	1	1	1.1
#21 O=C(O)CN1CCOCCOCCN(CC(=O)O)CCOCCOCC1
  0.9	1	4	4	-6	1	15	nt	0.8	1
#22 CCOC(=O)CC1C(=O)NCCN1C(=O)NC1CCCCC1 (stereo unspecified)
  1.1	1.1	0	7	-2	1	1	-4	1	1.1
#23 Cc1cc(OCC[N+]2(C)CCCCC2)nc2ccccc12
  0.9	0.9	-6	20	-10	1.1	4	1	1	1
#24 CCc1ccc(NC(=O)/C(C#N)=C\c2ccc(OC)c(C(=O)O)c2)cc1
  nt	nt	-4	6	-8	1	nt	3	nt	1.1
#25 Cc1cc(C)c(S(=O)(=O)NNC(=O)C2CCN(Cc3ccccc3)CC2)c(C)c1
  0.9	0.9	18	5	10	0.8	2	-4	1	1
#26 CCOC(=O)c1ccc(N2Cc3ccccc3C2)cc1O
  1.7	1.3	-2	-1	-7	1	18	1	0.8	0.9
#27 COc1ccc(OC)c(/C=N/c2oc(-c3ccco3)c(-c3ccco3)c2C#N)c1
  0.7	1.1	3	15	19	1	26	-9	0.7	1
#28 O=C(CC1Sc2ccccc2NC1=O)c1ccc(Br)cc1 (stereo unspecified)
  1.1	1.1	-6	-5	-6	1.1	6	2	0.9	1
#29 COc1ccc(/C=N/Nc2ncc(C(F)(F)F)cc2Cl)cc1OC
  1	1	-1	1	-14	1	7	-5	0.9	1
#30 O=c1c2cc(NC(=S)NCCCN3CCC(Cc4ccccc4)CC3)ccc2nc2n1CCCCC2
  1.1	1	-4	-9	-18	1	-3	-1	1	1.1
#31 CCOc1cccc(-c2nnc(SCC(=O)Nc3cccc(OC)c3)n2N)c1
  0.6	1	-10	5	-10	1.1	7	-2	0.9	1.1
#32 COc1ccc(/C=N/NS(=O)(=O)c2ccccc2)cc1OC(=O)c1ccc(C)cc1
  0.9	0.9	1	7	-3	1	4	-4	1	1
#33 COc1ccccc1NC(=O)CN1CCN(c2ccccc2)CC1
  0.9	0.9	1	8	-3	1	10	-14	0.9	1
#34 O=C(Nc1cccc(S(=O)(=O)NC2=NCCCCC2)c1)c1cc(-c2ccncc2)nc2ccccc12
  1	1.1	-1	-1	-12	1	14	1	0.9	1
#35 CCN(CC)S(=O)(=O)c1cccc(NC(=O)COC(=O)/C=C/c2ccco2)c1
  1.1	1.1	-5	1	-8	1	7	-8	0.9	1
#36 CCOC(=O)N1CCc2c(sc(NC(=O)CN3CCN(C)CC3)c2C(=O)Nc2ccccc2)C1
  0.8	0.8	-3	10	-11	1	6	0	0.9	1
#37 COC(=O)c1ccc(Oc2nc(NC(C)C)nc(N(C)C)n2)cc1
  1	0.9	-5	27	-11	1.1	1	0	1	1
#38 O=C(NCc1cccs1)c1cccnc1C(=O)O
  1	1.1	3	-2	-4	1	11	2	0.9	1
#39 CCn1c(CCNC(=O)c2ccc(Cl)cc2)n[nH]c1=S
  1	1	-5	3	8	1	13	2	0.9	1.1
#40 COc1cc(CNCCc2ccccc2)cc(Cl)c1OCc1ccccc1
  1	1	-2	7	-10	1	-42	0	1.4	1

Among those listed so far, 4 have two or more sulfur atoms.
Every second line gives: PMI act satM6P	PMI activator	TNAP inh hiacc	G6PDH CS	TNAP inh no acc	TNAP act hi DEA	Diaph inh CS	HMGR II inh	Diaphorase act	FLuc act counter
#6 O=C(CCNS(=O)(=O)c1cccc2nsnc12)NCCC1=CCCCC1
  0.9	0.9	-4	0	-10	1	18	1	0.8	1.1
#7 Cc1ccccc1-n1nc2c(c1NC(=O)c1ccc(S(=O)(=O)N(C)C)cc1)CSC2
  1	1	3	3	-7	1	20	0	0.8	1.1
#13 NC(=O)CSc1nnc(NC(=O)c2cccc(S(=O)(=O)N3CCCCC3)c2)s1
  1.1	1.3	-2	6	2	1	5	-1	0.9	1
#17 COCCSc1nnc(NC(=O)C2CC(=O)N(c3ccccc3)C2)s1 (stereo unspecified)
  1.1	1.1	-4	1	-9	1	13	3	0.9	1.1

Down the list, as entered above.
Entries 33–38 in Diaph inh CS read 10, 14, 7, 6, 1, 11

Further compounds follow:
Every second line gives: PMI act satM6P	PMI activator	TNAP inh hiacc	G6PDH CS	TNAP inh no acc	TNAP act hi DEA	Diaph inh CS	HMGR II inh	Diaphorase act	FLuc act counter
#41 Cc1nc2ccccc2n1CC(=O)N/N=C\c1ccccn1
  0.9	1	-2	6	-2	1	10	-2	0.9	1.1
#42 O=C(NCc1ccccc1)c1csc2c1CCCCC2
  1	1	-5	9	-10	1	-6	-6	1.1	1
#43 CN(N)c1nc(C(F)(F)F)nc2ccccc12
  0.9	0.9	2	0	-4	1	8	-5	0.9	1
#44 CCSC1=C(C#N)C(c2ccc(OC)c(OC)c2)CC(=O)N1 (stereo unspecified)
  1	0.9	1	12	-4	1	8	0	0.9	1
#45 COc1ccc(Br)cc1C(=O)Nc1ccc(N2CCN(S(C)(=O)=O)CC2)cc1
  1	0.9	-4	-64	-16	1	16	0	0.8	1
#46 CC1CC(C)CN(C(=O)CSc2nc(Cc3cccs3)nc3ccccc23)C1 (stereo unspecified)
  1	1	-2	-7	9	1	8	0	0.9	1
#47 N#CCc1ccc(C(=O)c2ccccc2F)s1
  1.1	1	9	6	-14	0.9	7	3	0.9	1
#48 Cc1ccccc1CN1C[C@@H]2C[C@@H](c3cn[nH]c3-c3ccc(F)cc3)N3CCC[C@@]23C1=O
  0.9	1	-4	-6	-24	1	14	1	0.9	1
#49 CCOC(=O)c1c(NC(=O)c2cccc(N3C(=O)CCC3=O)c2)sc(C)c1C
  1	0.9	-4	1	-9	1	11	-1	0.9	1.1
#50 CCOc1ccc(NS(=O)(=O)c2ccc3[nH]cc(C(=O)NCCOC)c(=O)c3c2)cc1
  1.1	1.1	1	8	2	1	8	-2	0.9	1
#51 CCOC(=O)c1cnc2c([N+](=O)[O-])cnn2c1C
  1	1	-4	3	-6	1	-5	9	1.1	1
#52 Cc1nn(Cc2ccccc2Cl)c(Cl)c1/C=C/C(=O)OCC(=O)NC(N)=O
  1	0.9	-4	9	-12	1	8	1	0.9	1.1
#53 CC1CN(CCOc2ccccc2-c2ccccc2)CC(C)O1 (stereo unspecified)
  1	1.1	-1	-1	-10	1	11	2	0.9	1
#54 CN(C)CCP(=O)(c1ccccc1)c1ccccc1
  1	1.1	-6	6	-10	1.1	6	-7	0.9	1
#55 COC(=O)c1cc(C#N)c(NCc2ccccc2)nc1C
  1.1	1.1	-11	7	-7	1.1	-4	-5	1	1.1
#56 CNc1csc(C)c(C)c1=O
  1.1	0.9	-3	6	-8	1	-4	-3	1	1
#57 CCOC(=O)C(NC(=O)c1ccccc1)(Nc1nnc(C)s1)C(F)(F)F (stereo unspecified)
  1	1.1	-2	-4	-7	1	8	-2	0.9	1.1
#58 Cc1ccc(S(=O)(=O)Nc2ccc3c(c2)CCC3)cc1C
  0.7	0.6	-2	-6	-7	1	24	2	0.8	1
#59 CN1CCN(c2ccc(NC(=O)c3ccc(C#N)cc3F)cc2Cl)CC1
  1.1	1.1	-4	3	-3	1	-6	-1	1.1	1
#60 CC1CCC(C(C)C)C(OCC(O)CNC(C)(C)C)C1 (stereo unspecified)
  1	1	-7	4	-20	1.1	16	0	0.8	1.1

High-throughput results as filed in PubChem.
